p53 reactivation: restores transcriptional activity of mutant p53; H1299 p53-A138V BP100-luciferase reporter, luminescence, 24 h; Potency, µM (doses to about 92.2 µM), for the others: top-dose activity change, positive = activation, usual class: activators; hit rate 0.063% among 320,000; further: potency means the concentration at half of the fitted maximal effect; % of control where 0% means no effect; nearly all actives have a fitted effect of over 45% in size
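H1299 (p53-null), stable ts p53-A138V + BP100-Luc; 1000 cells/well, Opti-MEM/10% FBS; cpd 4 pt, 1:5; 24 h, 37 deg C, 5% CO2; detection reagent 10 min RT; luminescence.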
BRCA1 expr act: BRCA1 expression activation | MCF7-BRCA1-FFLuc reporter, luminescence, 48 h; response scale: scaled: vehicle 0%, 10 µM genistein 100% | hit rate 1.1% among 380,000 | AID 624202 | Potency, µM (doses to about 46.1 µM), for the others: at the top dose activation, hits mostly activators; further: potency means the concentration at half of the fitted maximal effect; nearly all actives have a fitted effect of over 80% in size; some results filed as inactive show a strong effect at the top dose
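Quantitative HTS in MCF7 cells stably reporting BRCA1 expression via firefly luciferase. Compound treatment lasts 48 h at 37 °C in phenol-red free MEM. Activation is expressed relative to genistein at 10 microM and DMSO.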
ELG1 DNA repair: inhibitors of ELG1-dependent DNA repair in HEK293T cells. AID 504467. HEK293T ELG1-luciferase reporter, luminescence, 16 h; DNA damage induced by 5-fluorouridine. Potency, µM (series often up to 46.1 µM), for inactives: at the top dose activity change, negative = inhibition, hits mostly inhibitors. hit rate 2.3% among 330,000; further: potency means the concentration at half of the fitted maximal effect; on the % scale 0 is the no-effect control and ±100 the full control effect; nearly all actives have a fitted effect of over 55% in size
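DMSO vehicle served as the neutral condition. Each well held 2,000 cells given 5-fluorouridine plus compound; after 16 hr at 37 °C/5% CO2, ONE-Glo was added and luciferase measured 30 min later.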
Tb PFK inh: blocks T. brucei phosphofructokinase; Potency, µM (series often up to 57.5 µM), inactives show at the top dose activity, negative = inhibition, actives largely listed as inhibitors; T. brucei PFK, ADP-Glo luminescence; O15648; hit rate 0.17% among 330,000;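 further: potency means the concentration at half of the fitted maximal effect; 0% = uninhibited 1x PFK enzyme wells and -100% = no-enzyme wells; nearly all actives have a fitted effect of over 60% in size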
Target sequence (O15648 whole entry, looked up): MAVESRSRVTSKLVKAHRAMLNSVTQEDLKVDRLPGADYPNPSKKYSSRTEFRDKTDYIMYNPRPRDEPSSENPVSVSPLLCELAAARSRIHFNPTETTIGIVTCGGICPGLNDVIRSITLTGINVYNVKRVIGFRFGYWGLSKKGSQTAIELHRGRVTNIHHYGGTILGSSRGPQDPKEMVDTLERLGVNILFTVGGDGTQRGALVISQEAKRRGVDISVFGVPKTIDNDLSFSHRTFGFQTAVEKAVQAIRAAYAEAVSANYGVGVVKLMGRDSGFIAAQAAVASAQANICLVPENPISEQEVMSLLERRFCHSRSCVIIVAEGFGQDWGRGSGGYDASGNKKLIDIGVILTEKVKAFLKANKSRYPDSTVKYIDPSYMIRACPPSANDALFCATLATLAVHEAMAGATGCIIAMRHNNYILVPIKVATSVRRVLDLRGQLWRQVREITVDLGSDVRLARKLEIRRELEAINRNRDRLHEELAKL
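PFK 1.25 nM, F6P 0.5 mM, ATP 0.1 mM, 0.1 M TEA pH 8.0, 5 mM MgCl2, 0.01% Tween20, 0.1% BSA; 45 min RT. ADP-Glo readout. qHTS titration up to 57 uM; curves fitted, compounds curve-classed.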
RORg inh: ROR gamma (mouse) transcription inhibition | Potency, µM (doses to about 53.6 µM), inactives show at the highest dose activity change, negative = inhibition, most hits filed as inhibitors | P51450 | Drosophila S2 Gal4-RORgamma UAS-luciferase reporter, 20 h | hit rate 5.4% among 310,000; further: potency means the concentration at half of the fitted maximal effect; on the % scale 0 is the no-effect control and ±100 the full control effect; nearly all actives have a fitted effect of over 60% in size
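ROR gamma transcriptional activity was tracked as Gal4-UAS luciferase output in stably transfected Drosophila Schneider cells, with compound added 1 hr before 700 uM copper sulfate induction and a 20 hr ambient-temperature incubation.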
Gal4-VP16 FLuc: Gal4-VP16 reporter inhibition counter-screen. Drosophila S2 Gal4-VP16 UAS-luciferase, luminescence, 20 h. Potency, µM (series often up to 53.6 µM), without a hit: top-dose activity, negative = inhibition, actives largely listed as inhibitors. AID 2546. hit rate 3.5% among 310,000;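 further: Gal4-VP16 expression switched on by copper sulfate through the metallothionein promoter; potency means the concentration at half of the fitted maximal effect; on the % scale 0 is the no-effect control and ±100 the full control effect; nearly all actives have a fitted effect of over 50% in size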
FLuc counter: counter-screen for miR-21 project: firefly luciferase inhibitors or activators | hit rate 6.9% among 360,000 | purified FLuc, Km substrates, luminescence inhibition | AID 588342 | Potency, µM (top dose mostly 57.5 µM), without a hit: top-dose activity change, negative = inhibition, hits mostly inhibitors | P08659;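 further: potency means the concentration at half of the fitted maximal effect; plate controls were vehicle for no effect and reference inhibitor for full effect; nearly all actives have a fitted effect of over 55% in size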
Target sequence (P08659 whole entry, looked up): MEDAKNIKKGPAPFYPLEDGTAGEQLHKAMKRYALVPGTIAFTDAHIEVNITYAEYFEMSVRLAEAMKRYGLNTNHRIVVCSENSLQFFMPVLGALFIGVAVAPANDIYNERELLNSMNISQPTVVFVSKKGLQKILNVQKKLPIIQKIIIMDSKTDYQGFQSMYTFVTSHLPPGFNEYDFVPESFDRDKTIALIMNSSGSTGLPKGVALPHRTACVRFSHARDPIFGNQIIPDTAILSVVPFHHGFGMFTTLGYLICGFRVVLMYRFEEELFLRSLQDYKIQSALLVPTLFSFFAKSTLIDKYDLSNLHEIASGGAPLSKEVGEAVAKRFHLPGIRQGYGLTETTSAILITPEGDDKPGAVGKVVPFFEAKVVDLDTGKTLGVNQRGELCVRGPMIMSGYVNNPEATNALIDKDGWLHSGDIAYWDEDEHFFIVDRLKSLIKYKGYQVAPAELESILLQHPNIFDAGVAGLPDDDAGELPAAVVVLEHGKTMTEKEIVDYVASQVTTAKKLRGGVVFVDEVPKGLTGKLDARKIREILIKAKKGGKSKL
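Purified P. pyralis luciferase (10nM final) with 10uM D-luciferin and 10uM ATP (Km levels) in 50mM Tris acetate pH 7.5, 10mM Mg acetate, 0.01% Tween-20, 0.05% BSA; qHTS 6-point titration, ~60 µM downward; luminescence read.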
ELG1 genotoxic: genotoxicity induction in ELG1-luciferase HEK293T cells; HEK293T ELG1-luciferase reporter, luminescence, 16 h; Potency, µM (titrated, usually from 46 µM), for inactives: at the top dose activity change, positive = activation, hits mostly activators; hit rate 1.3% among 330,000; AID 504466; further: potency means the concentration at half of the fitted maximal effect; % of control where 0% means no effect; nearly all actives have a fitted effect of over 60% in size
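Reporter readout depends on ELG1 protein level, which increases with genetic stress. After 16 hr compound exposure at 37 °C, luciferase activity was quantified using ONE-Glo.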
TRPV1 agonist: activates the human vanilloid receptor TRPV1; Q8NER1; TRPV1-expressing cells, Fluo-8 calcium influx, agonist mode; activation, % at 8.33 µM; hit rate 0.19% among 320,000; AID 540275; in the data active means activation above about 80%; inconclusive means between about 30% and that limit; further: 0% is about no effect
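TRPV1-expressing cells were cultured overnight at 35.5C and loaded with Fluo-8 calcium dye for 40 to 90 min at room temperature. After a 10 s baseline, compound was added and calcium influx was read kinetically for 3 min (ex 480/em 520 nm).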
Rab9 promoter act: activates the Rab9 promoter. Huh7 Rab9 promoter-luciferase reporter, luminescence, 24 h. hit rate 2.8% among 320,000. Potency, µM (series often up to 9.22 µM), without a hit: at the top dose activation, negative = inhibition, usual class: activators; further: potency means the concentration at half of the fitted maximal effect; % of control where 0% means no effect; nearly all actives have a fitted effect of over 60% in size
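Quantitative HTS format; Huh7 Rab9-luciferase reporter cells (1500/well) receive compound 2 h post-plating, incubate 24 h at 37 °C, then get luciferase reagent for 10 min before luminescence reading.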
NPC1 prom act: activators of NPC1 promoter. hit rate 2.4% among 320,000. Potency, µM (top dose mostly 9.22 µM), without a hit: at the highest dose activation, usual class: activators. AID 485313. Huh7 NPC1 promoter luciferase reporter, 24 h;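 further: potency means the concentration at half of the fitted maximal effect; % of control where 0% means no effect; nearly all actives have a fitted effect of over 60% in size; reporter is driven by a mutant NPC1 promoter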
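Luminescence read-out of NPC1 promoter-driven luciferase in stably transfected Huh7 cells; compounds delivered in DMSO and left 24 h at 37C, 5% CO2, qHTS titration format.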
An asterisk follows results filed as active; ? = inconclusive; . = no result given; [ ] = remark or other dose. Unless noted, the call rests on the fitted dose curve; in most records, active means well fitted curve in the direction sought with a large enough effect; inconclusive means small, poorly fitted or top-dose-only effect, or another doubt; inactive means no such curve, though single readings can be large; an effect the other way counts as inactive or inconclusive. Hits appear at their usual frequency (roughly 15% active in at least one column).

item	canonical_smiles	Gal4-VP16 FLuc	ELG1 genotoxic	TRPV1 agonist	FLuc counter	ELG1 DNA repair	p53 reactivation
1	COCCN(C(=O)COC(=O)C1CC1)c1c(N)n(Cc2ccccc2)c(=O)[nH]c1=O	.	1%	-1	8%	-7%	-4%
2	N#CC1=C(N)Oc2cc(Nc3ccccc3)ccc2C1c1ccncc1 (centres undefined)	-5%	0%	-5	-20%	-23%	-4%
3	COc1ccc(C(=O)NC2CC2)cc1OC1CCN(Cc2cc(C)cc(C)c2)CC1	4%	-7%	6	1%	-21%	22%
4	COC(=O)[C@@]1(Cc2ccccc2)[C@H]2C(=O)N(Cc3ccccc3)C(=O)[C@H]2[C@H]2CN=C(SCC(=O)c3ccccc3)N21	.	-3%	.	.	-6%	3%
5	O=C(Nc1ccnc(-c2ccncc2)n1)C1CC1	2%[10 µM]	4%	6	-2%	17%	19%
6	Cc1cc(C)c2c(N)c(C(=O)N/N=C/c3cccs3)sc2n1	-3%	?	3	?	?	?
7	Nc1ncnc2c1ncn2[C@@H]1O[C@H](CNCc2ccccc2OC2OC(CO)C(O)C(O)C2O)[C@@H](O)[C@H]1O (some centres undefined)	.	18%	.	.	13%	0%
8	O=C1CSC(c2cccc([N+](=O)[O-])c2)N1C1CC2CCC1C2 (centres undefined)	0%	8%	1	-2%	18%	22%
9	CCC(C(=O)NCCN1CCN(C)CC1)n1c(C)c2cnn(-c3ccccc3)c(=O)c2c1C (centres undefined)	-5%	-4%	16	0%	5%	-1%
10	Cc1ccc(S(=O)(=O)c2nc(C)oc2NCc2ccccc2)cc1	3%	1%	3	-1%	10%	-3%
11	O=C(CSc1nc2nn(-c3ccccc3)c(=O)c-2c2n1CCCCC2)c1ccc(OC(F)F)cc1	.	-5%	.	.	?	0%
12	Cc1cc(NC(=O)CCCN2C(=O)/C(=C\c3cccs3)SC2=S)no1	13µM*	19%	7	0%	28%	18%
13	CCOC(=O)c1ccc(Nc2c(CC)c(C)nc3ncnn23)cc1	-9%	-4%	0	-8%	-3%	-9%
14	COC(=O)c1sccc1NC(=O)c1sccc1C	1%	1%	-1	16%	-7%	-3%
15	O=C(CNC(=O)c1ccco1)NCC(=O)OCc1ccc(C(=O)Oc2ccc(Cl)cc2)cc1	-3%	2%	-2	?	6%	-1%

item	Rab9 promoter act	RORg inh	BRCA1 expr act	Tb PFK inh	NPC1 prom act
1	-3%	.	-12%	-1%	1%
2	-5%	29%	-68%	-1%	-4%
3	-1%	1%	-15%	0%	-4%
4	.	.	1%	-2%	.
5	1%	-3%	-19%	1%	-1%
6	1.6µM*	-37%	?	1%	1.8µM*
7	.	.	-16%	-1%	.
8	1%	-12%	1%	-1%	-7%
9	13%	7%	-20%	2%	-4%
10	-10%	14%	.	-10%	-4%
11	.	.	3%	3%	.
12	0%	-44%	-23%	-7%	5%
13	-2%	-20%	-31%	-1%	-2%
14	2%	1%	-34%	5%	-6%
15	-22%	0%	0%[1.84 µM]	2%	1%

In the list so far, 2 contain a halogen:
item	canonical_smiles	Gal4-VP16 FLuc	ELG1 genotoxic	TRPV1 agonist	FLuc counter	ELG1 DNA repair	p53 reactivation
11	O=C(CSc1nc2nn(-c3ccccc3)c(=O)c-2c2n1CCCCC2)c1ccc(OC(F)F)cc1	.	-5%	.	.	?	0%
15	O=C(CNC(=O)c1ccco1)NCC(=O)OCc1ccc(C(=O)Oc2ccc(Cl)cc2)cc1	-3%	2%	-2	?	6%	-1%

item	Rab9 promoter act	RORg inh	BRCA1 expr act	Tb PFK inh	NPC1 prom act
11	.	.	3%	3%	.
15	-22%	0%	0%[1.84 µM]	2%	1%

The list goes on.
item	canonical_smiles	Gal4-VP16 FLuc	ELG1 genotoxic	TRPV1 agonist	FLuc counter	ELG1 DNA repair	p53 reactivation
16	CN(C)S(=O)(=O)c1cccc(C(=O)N2CCN(Cc3ccccc3)CC2)c1	-1%	-2%	-1	0%	0%	-1%
17	CC(=O)Nc1ccc(S(=O)(=O)Nc2nc3ccccc3nc2-n2ccc(=NC(=O)c3ccccc3)cc2)cc1	3%	-1%	2	5%	3%	-3%
18	COc1ccc(N2CCN(CCCNC(=O)C(=O)c3c(C)[nH]c4ccccc34)CC2)cc1	-7%	-7%	-3	3%	5%	6%
19	COC(=O)Cn1nc(-c2ccccc2)c2cc(Cl)ccc21	?	0%	12	-2%	12%	1%
20	Nc1ccc(S(=O)(=O)NC2(C(F)(F)F)NC(=O)N(c3ccccc3Cl)C2=O)cc1 (centres undefined)	-7%	0%	-3	2%	3%	-3%
21	Cc1cc(C)cc(OCC(=O)N2CCc3ccccc3C2)c1	-13%	-3%	18	5%	2%	.
22	O=C(NNC(=O)c1sc2cccc(Cl)c2c1Cl)Nc1ccccc1	-7%	-3%	-2	-5%	4%	-7%
23	CC(=O)c1c(C)[nH]c(C(=O)OCC(=O)c2ccc(C)s2)c1C	.	15%	7	?	?	6%
24	COc1ccc(C(=O)Nc2ccc(C(=O)N3CCC(C)CC3)cc2)cc1OC	0%	1%	3	?	0%	-4%
25	COC(=O)c1ccc(-c2nc(-c3cccs3)no2)cc1	?	0.37µM*	.	0.15µM*	?	38%
26	COC(=O)c1ccc(COC(=O)c2ccc(S(=O)(=O)N3CCC(C)CC3)cc2)o1	6%	2%	2	1%	4%	-2%
27	CCOc1ncccc1C(=O)Nc1cccc(S(=O)(=O)NC2=NCCC2)c1	.	0%	0	-2%	-1%	2%
28	CCOC(=O)c1cc(C(=O)OCC)c(=O)[nH]c1N1CCCCC1	4%	8%	0	?	-16%	3%
29	O=C(COC(=O)/C=C/c1ccc2c(c1)OCO2)NC1CC1	5%	3%	10	-14%	1%	-2%
30	COCCNC(=O)c1cn(C)c2ccc(S(=O)(=O)N3CCCC3)cc2c1=O	0%	0%	0	2%	-6%	-1%

item	Rab9 promoter act	RORg inh	BRCA1 expr act	Tb PFK inh	NPC1 prom act
16	15%	-5%	4%	-3%	1%
17	-1%	-12%	-5%	1%	?
18	-2%	0%	6%	-4%	-1%
19	0%	-84%	8%	3%	1%
20	2%	-6%	-7%	1%	0%
21	-3%	27%	-5%	0%	-3%
22	-1%	-4%	3%	-2%	-2%
23	?	.	41%	1%	?
24	-7%	27%	-2%	4%	-6%
25	?	-36%	-14%	3%	0.32µM*
26	-2%	-16%	-5%	-2%	-1%
27	-1%	.	-15%	-2%	-1%
28	0%	-10%	-9%	0%	-1%
29	2%	21%	2%	3%	-1%
30	-1%	0%	-19%	-1%	0%

(more compounds)
item	canonical_smiles	Gal4-VP16 FLuc	ELG1 genotoxic	TRPV1 agonist	FLuc counter	ELG1 DNA repair	p53 reactivation
31	CCOc1ccc(/C=N/OCC(=O)NCc2ccc3c(c2)OCO3)cc1OC	-1%	1%	-3	3%	?	-2%
32	Cc1ccc(C)c(NC(=O)Cn2ccn(-c3ccc4c(c3)OCO4)c(=O)c2=O)c1	.	3%	0	2%	0%	-5%
33	Cc1cc(C(=O)N/N=C/c2ccc(O)c([N+](=O)[O-])c2)n[nH]1	-7%	-2%	-1	?	?	9%
34	CC(NC(=O)NC(=O)c1ccc(Cl)cc1Cl)C1CC1 (centres undefined)	?	?	13	?	?	2%
35	CCCCn1c(SCn2nnc3ccccc3c2=O)nc2cc(C(=O)OC)ccc2c1=O	-17%	1%	-2	4%	8%	7%
36	CCCCCCNS(=O)(=O)c1ccc(OC)c(OC)c1	4%	-1%	3	3%	3%	-7%

item	Rab9 promoter act	RORg inh	BRCA1 expr act	Tb PFK inh	NPC1 prom act
31	1%	?	-16%	7%	-2%
32	0%	.	-1%	-6%	-2%
33	-5%	11%	1%	0%	-4%
34	?	42%	?	-2%	?
35	3%	5%	.	1%	-1%
36	9%	19%	0%	1%	0%

Three of the entries above in order of their number in RORg inh, low to high.
entry | SMILES | RORg inh
35 | CCCCn1c(SCn2nnc3ccccc3c2=O)nc2cc(C(=O)OC)ccc2c1=O | 5%
33 | Cc1cc(C(=O)N/N=C/c2ccc(O)c([N+](=O)[O-])c2)n[nH]1 | 11%
36 | CCCCCCNS(=O)(=O)c1ccc(OC)c(OC)c1 | 19%

Source: PubChem BioAssay (National Center for Advancing Translational Sciences (NCATS))
